From PubChem
ssDAF12 agonist = activates DAF-12 receptor from parasite S. stercoralis | HEK293 ssDAF-12/GRIP1 lit1-tk-luc reporter, luminescence; % of 3 µM dafachronic acid response | activation, % at 6.8 µM | 370,000 tested, 1% active;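 active = activation above the mean over all tested compounds plus 3 SD, cut at about 0.9% in these data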;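 note: 0% = DMSO-only wells and 100% = 3 µM delta7-dafachronic acid wells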
DAX1 inh-1 = inhibitors of DAX1 repression of SF-1 activated StAR promoter | HEK293T StAR-luciferase reporter, SF-1/DAX-1 repression relief | inhibition, % at 6.8 µM | 370,000 tested, 1.1% active | AID 652010;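 active = inhibition above the mean over all tested compounds plus 3 SD, cut at about 3.6% in these data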;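 note: 0% = DAX-1 cells with DMSO and 100% = cells lacking DAX-1 with DMSO; higher inhibition means more luminescence from relief of DAX-1 repression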
Rev-erbA mod = modulates human Rev-erb alpha binding to DNA | AID 1259318 | 370,000 tested, 0.79% active | P20393 | activity, % at 10 µM | Rev-erbα–FITC-DNA binding, fluorescence polarization, 90 min;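 active = activity above about 14%, limit read from the data; passing the limit was not always enough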;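 note: 0% = DMSO wells with 35 nM protein and 100% = DMSO wells with 750 nM protein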
PLCg1 inh = PLC-gamma1 (human) inhibition, primary screen. purified PLC-gamma1, fluorogenic substrate, fluorescence. inhibition, % at 12.2 µM. 370,000 tested, 0.84% active. AID 720700; in the data active = inhibition above about 9.5%
hgDAF-12 ag = activates the H. glycines DAF-12 receptor ligand-binding domain. HEK293 GAL4-hgDAF12 UAS-luciferase reporter, agonist luminescence; normalized to butyrate control. activation, % at 6.8 µM. 370,000 tested, 1.8% active;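 active = activation above a cutoff set at the mean of all screened compounds plus 3 SD, cut at about 10% in these data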;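 note: 0% = DMSO wells and 100% = sodium butyrate wells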
PLC-beta3 inh = PLC-beta3 (human) inhibition, primary screen; Purified PLC-beta3, fluorogenic substrate, fluorescence; inhibition, % at 12.2 µM; 370,000 tested, 0.18% active; Q01970; in the data active = inhibition above about 11%;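 note: 0% = median of compound wells on plate and 100% = full blocker control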
SMARCA2 act = SMARCA2 function activation, primary screen; MG213 cells, MMTV-luciferase reporter, dexamethasone, overnight; 370,000 tested, 1% active; AID 652017; activation, % at 9.1 µM; in the data active = activation above about 7.8%;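 note: 0% = vehicle wells and 100% = reference activator wells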
MBD2 inh = inhibitors of human MBD2 binding to methylated oligonucleotide. inhibition, % at 4.4 µM. 370,000 tested, 0.31% active. Q9UBB5. TR-FRET; in the data active = inhibition above about 13%
Target sequence (Q9UBB5 whole entry, looked up): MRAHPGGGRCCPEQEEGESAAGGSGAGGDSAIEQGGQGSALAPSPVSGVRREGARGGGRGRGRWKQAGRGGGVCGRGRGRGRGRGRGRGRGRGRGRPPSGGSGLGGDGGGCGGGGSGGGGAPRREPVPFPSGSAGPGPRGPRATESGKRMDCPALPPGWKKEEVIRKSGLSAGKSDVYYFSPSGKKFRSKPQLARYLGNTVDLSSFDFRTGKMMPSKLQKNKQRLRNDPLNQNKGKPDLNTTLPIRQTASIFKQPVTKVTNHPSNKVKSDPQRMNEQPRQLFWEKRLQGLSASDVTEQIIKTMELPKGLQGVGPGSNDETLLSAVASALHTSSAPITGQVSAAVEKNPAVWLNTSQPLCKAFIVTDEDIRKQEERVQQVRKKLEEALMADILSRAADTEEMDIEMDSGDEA
DAX1 inh-2 = inhibits human nuclear receptor DAX1. inhibition, % at 6.75 µM. 340,000 tested, 0.99% active. HEK293 Gal4-DAX1 luciferase reporter, luminescence. P51843. AID 504766;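 active = inhibition above the mean over all tested compounds plus 3 SD, cut at about 4.2% in these data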;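 note: 0% = DAX1-transfected cells with DMSO and 100% = empty-vector control cells with DMSO; inhibition shows as a rise in luminescence from relieved DAX1 repression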
Target sequence (P51843 207-470 limits assumed): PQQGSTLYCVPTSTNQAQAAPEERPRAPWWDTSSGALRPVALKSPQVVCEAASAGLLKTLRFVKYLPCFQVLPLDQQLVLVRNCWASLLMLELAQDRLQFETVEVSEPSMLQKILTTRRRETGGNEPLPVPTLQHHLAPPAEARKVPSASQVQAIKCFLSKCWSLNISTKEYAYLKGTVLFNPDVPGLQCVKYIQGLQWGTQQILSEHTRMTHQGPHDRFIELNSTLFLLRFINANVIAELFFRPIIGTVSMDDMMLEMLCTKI
hcDAF12 agonist = activators of H. contortus DAF-12 nuclear receptor. HEK293 hcDAF-12 lit1-tk-luc reporter, luminescence; 0% DMSO, 100% Δ7-dafachronic acid. activation, % at 6.8 µM. 370,000 tested, 1.4% active. AID 652067;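 active = activation above the mean of all tested compounds plus 3 SD, cut at about 5.5% in these data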;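 note: 100% = response to 3 µM Δ7-dafachronic acid high control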
ADAM17 inh = ADAM17 inhibition, QFRET primary screen; 370,000 tested, 0.83% active; inhibition, % at 6.95 µM; recombinant ADAM17, EDANS/DABCYL FRET peptide cleavage; P78536;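 active = inhibition above the mean of compounds lying between control limits plus 3 SD, set per campaign, cut at about 8.5% in these data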;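 note: 0% = DMSO-only wells as the low control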
The depositor's hits bear a star; nt = no result given.

Abbreviations – A = ssDAF12 agonist; B = DAX1 inh-1; C = Rev-erbA mod; D = PLCg1 inh; E = hgDAF-12 ag; F = PLC-beta3 inh; G = SMARCA2 act; H = MBD2 inh; I = DAX1 inh-2; J = hcDAF12 agonist; K = ADAM17 inh
> COc1cc(C2C(C#N)=C(N)Oc3n[nH]c(C)c32)ccc1OC(=O)c1ccccc1 (stereo not given)
  A: -0.9; B: -0.4; C: 7.3; D: -0.9; E: 2.7; F: -4.4; G: 0.4; H: -1.2; I: 1.5; J: 1.0; K: 0.0
> COCCOC1CCN(C(=O)c2cc(COc3ccc(-n4cncn4)cc3)on2)CC1
  A: -1.1; B: 0.9; C: -5.0; D: -1.9; E: -0.3; F: -8.7; G: -3.1; H: -7.1; I: 0.3; J: -1.3; K: -7.2
> C=C1SC(Nc2c(C)cc(C)cc2C)=NC12CCCCC2
  A: -0.5; B: -0.8; C: -8.8; D: -1.2; E: 0.9; F: -4.6; G: -2.5; H: -2.5; I: -2.1; J: -0.2; K: -2.2
> O=C(CN1C(=O)NC2(CCCCCC2)C1=O)Nc1ccc(S(=O)(=O)N2CCOCC2)cc1
  A: -1.3; B: 0.3; C: -2.6; D: 1.7; E: 1.6; F: 3.2; G: 1.4; H: -0.9; I: -0.5; J: -0.1; K: 2.1
> COc1cc2c(cc1OC)CN(S(=O)(=O)/C=C/c1ccccc1)CC2
  A: -0.9; B: -0.6; C: -1.4; D: -28.7; E: 1.4; F: -38.9; G: -0.2; H: 0.2; I: 0.0; J: -1.6; K: -12.1
> S=C(NCc1ccco1)N1CCN(c2ccccc2Cl)CC1
  A: -1.5; B: 1.1; C: -3.6; D: 1.2; E: 3.6; F: -0.9; G: -4.3; H: 6.3; I: -0.7; J: -1.2; K: -5.0
> Brc1ccc(-c2cn3cccnc3n2)cc1
  A: -0.4; B: 1.8; C: 0.1; D: -348.7; E: 5.4; F: -460.9; G: 5.0; H: -1.5; I: 2.5; J: 1.2; K: -466.0
> O=C(NC12CC3CC(CC(C3)C1)C2)N1CCN(C2CCCCC2)CC1
  A: -0.9; B: 0.3; C: 2.1; D: -0.3; E: 2.5; F: -5.1; G: -2.8; H: -0.9; I: 0.5; J: 0.0; K: -6.3
> CN1C(=O)c2ccccc2C(C(=O)NCCCN2CCCC2=O)C1c1c[nH]c2ccccc12 (stereo not given)
  A: -0.4; B: -0.2; C: -7.0; D: -0.6; E: -0.3; F: -2.8; G: -0.8; H: 2.4; I: nt; J: 4.7; K: -2.9
> COc1ccc(C(=O)COC(=O)CCN2C(=O)[C@@H]3[C@H](C2=O)[C@@H]2C[C@H]3C(Br)C2Br)cc1 (stereo not given in full)
  A: -1.1; B: -0.1; C: 0.2; D: 1.9; E: -0.9; F: -2.8; G: -2.5; H: 1.7; I: 0.8; J: 0.5; K: -0.6
> Cc1ccccc1NC(=O)CSC(N)=O
  A: -0.1; B: 0.0; C: 0.7; D: 4.0; E: 2.4; F: 2.1; G: -0.7; H: -3.5; I: -0.1; J: 2.9; K: 3.2
> COCCN1C(=O)N[C@@H](c2ccco2)C(C(=O)OC)=C1C
  A: -1.1; B: 0.2; C: -4.0; D: 2.2; E: 0.2; F: -1.9; G: -0.5; H: 7.7; I: 0.3; J: -1.4; K: -2.2
> COc1ccc(/C=C/c2nc3ccccc3c(=O)n2-c2cccc(C(=O)O)c2)cc1
  A: -1.3; B: 0.3; C: 5.0; D: -25.3; E: 3.2; F: -28.2; G: 0.6; H: 4.6; I: -0.2; J: -0.4; K: -3.1
> CCCNC(=O)C1(S(=O)(=O)c2ccccc2)CC=CC1
  A: -1.3; B: 0.8; C: 3.2; D: 1.3; E: 0.6; F: 2.9; G: 2.6; H: -1.3; I: 0.9; J: -0.9; K: 0.0
> C/C(=N\N=c1/sc2ccccc2n1C)c1ccc(N2CCOCC2)cc1
  A: -0.5; B: 0.3; C: -0.3; D: 0.9; E: -0.8; F: -0.2; G: 3.8; H: 1.5; I: 1.2; J: 5.1; K: 0.9
> O=C(NC1CCCCC1)c1ccc(CS(=O)(=O)c2ccc(Cl)cc2)o1
  A: -1.8; B: -0.6; C: 3.6; D: 0.4; E: -2.5; F: -4.6; G: -1.9; H: -1.2; I: 1.3; J: -1.7; K: -3.3
> CCC(C)n1ncn(-c2ccc(N3CCN(c4ccc(OC)cc4)CC3)cc2)c1=O (stereo not given)
  A: -1.6; B: -0.1; C: 3.1; D: -1.1; E: -1.8; F: 2.5; G: -2.6; H: 0.5; I: 0.1; J: -1.6; K: -3.3
> CNc1cc(-n2nc(C)cc2-c2ccccc2)ncn1
  A: -0.3; B: -1.0; C: 2.9; D: -1.6; E: -0.8; F: 0.4; G: -1.6; H: 6.3; I: 0.4; J: 1.5; K: -7.9
> C=C1CCC[C@]2(C)C[C@H]3OC(=O)C(CN4CCCCC4CO)[C@H]3CC12 (stereo not given in full)
  A: -1.0; B: -0.8; C: 5.6; D: 1.6; E: -3.2; F: -3.1; G: -0.9; H: 3.2; I: -2.0; J: -1.3; K: -2.0
> COc1cc(C(=O)NCc2ccc(C)cc2)ccc1OC(F)F
  A: -0.8; B: 0.3; C: -5.8; D: 9.7*; E: 1.5; F: -2.8; G: 3.8; H: 5.7; I: -1.5; J: -1.4; K: -2.9
> Fc1ccc(CNC(=S)Nc2cccc(Cl)c2)cc1
  A: -1.4; B: -0.9; C: -1.7; D: -2.4; E: 0.0; F: 1.1; G: -1.1; H: -1.3; I: -0.4; J: -0.7; K: 3.2
> CCCCC(=O)C1=C(N2CCCC2)CC(C)(C)CC1=O
  A: -1.0; B: 0.9; C: -5.1; D: 4.6; E: 2.7; F: 6.9; G: -3.3; H: 12.9; I: 0.0; J: -1.9; K: -5.7
> COc1ccc(OC)c(Cc2nnc(CCC(=O)NC3CCCC3)o2)c1
  A: -1.0; B: 0.6; C: -4.9; D: 0.3; E: 1.8; F: 1.6; G: -1.7; H: 0.9; I: -0.6; J: 0.7; K: 1.5
> CCCN1CCN(C(=S)Nc2sc(CC)cc2C(=O)OC)CC1
  A: -1.4; B: 0.1; C: 1.2; D: 2.6; E: 1.6; F: -6.8; G: -3.9; H: 5.8; I: 2.7; J: 0.7; K: -0.5
> O[C@H](COc1ccc(Cl)cc1)CN1CCC(C(O)(c2ccccc2)c2ccccc2)CC1
  A: -1.5; B: 0.0; C: -0.3; D: 1.4; E: 0.2; F: 0.0; G: -5.2; H: -0.2; I: nt; J: 1.4; K: 2.4
> Clc1ccc2nc(CSc3nncn3-c3ccccc3)cn2c1
  A: -2.1; B: 0.4; C: -0.4; D: 0.7; E: -1.3; F: 3.0; G: -2.4; H: 0.7; I: 0.5; J: -2.1; K: -0.2
> Cc1nn(C)cc1CNC(=O)Nc1ccc(Cl)cc1
  A: -1.4; B: 0.2; C: -0.1; D: -1.6; E: 5.7; F: 1.1; G: 0.9; H: 1.0; I: 1.2; J: 1.4; K: -5.3
> CC(C)(C)OC(=O)CC1(C#N)c2ccccc2C(Br)=CN1C(=O)c1ccccc1 (stereo not given)
  A: -0.9; B: -0.1; C: 6.0; D: 0.0; E: -0.2; F: 1.8; G: 0.8; H: 0.6; I: 0.8; J: 3.1; K: -2.0
> CCOc1ccccc1CN(Cc1ccco1)S(=O)(=O)c1ccc(-n2cnnn2)c(OC)c1
  A: -1.7; B: -1.7; C: 4.4; D: 8.0; E: -1.4; F: 5.7; G: 0.9; H: -2.6; I: -1.8; J: -1.0; K: 12.0*
> COc1ccccc1NC(=O)c1nn(-c2ccc(OC(F)(F)F)cc2)ccc1=O
  A: -1.7; B: 0.5; C: -6.2; D: 0.5; E: 0.3; F: 0.5; G: -0.1; H: 0.0; I: -0.3; J: -0.8; K: -3.8
> O=C(Nc1cc([N+](=O)[O-])ccc1N1CCCC1)c1ccccc1
  A: -1.9; B: -0.1; C: -6.0; D: 1.5; E: -1.6; F: -0.7; G: -2.3; H: -9.9; I: 0.0; J: -2.5; K: -2.4
> Cn1cccc1/C=N/NC(=O)Cc1ccccc1
  A: -1.4; B: 0.8; C: -0.6; D: 4.6; E: 0.7; F: -7.5; G: -3.7; H: -0.8; I: -1.2; J: 0.9; K: -2.5
> COc1ccccc1Cn1c(CCCO)nc2ccccc21
  A: -1.5; B: -0.9; C: -1.5; D: -0.5; E: -1.0; F: -0.4; G: -1.3; H: 0.7; I: -0.1; J: -1.8; K: 0.0
> Cc1ccc2c(c1)N(C(=O)CCC(=O)NCc1cccc(Br)c1)CC(C)O2 (stereo not given)
  A: -0.8; B: -0.8; C: 0.7; D: 1.5; E: -3.9; F: 0.4; G: -0.6; H: 1.5; I: 1.1; J: -0.7; K: -0.1
> CCc1noc(C)c1C(=O)Nc1cc(S(=O)(=O)N(CC)CC)ccc1N1CCCC1
  A: -1.2; B: -0.7; C: 3.1; D: -4.5; E: 1.1; F: -3.2; G: -3.6; H: 3.2; I: 0.7; J: 0.9; K: -3.3
> COc1ccccc1CN(C(=O)c1cnccn1)C(C(=O)NC1CCCCC1)c1cc(OC)c(OC)c(OC)c1 (stereo not given)
  A: -1.3; B: 0.1; C: -1.9; D: 2.6; E: 0.4; F: -1.3; G: 3.1; H: -0.1; I: -0.4; J: -1.6; K: -2.1
> CCOC(=O)c1c(C)[nH]c(C)c1C(=O)COC(=O)c1cccc(S(=O)(=O)NC)c1
  A: -1.3; B: -1.5; C: -6.8; D: -2.1; E: 1.3; F: 1.4; G: -0.4; H: -6.5; I: -1.9; J: -1.4; K: -2.1
> O=C(CNC(=O)c1ccco1)OCc1ccc(C(=O)Oc2ccccc2)cc1
  A: -1.0; B: -0.2; C: -7.7; D: -2.2; E: 1.9; F: -3.1; G: -0.1; H: 8.0; I: 0.8; J: -0.8; K: -1.5
> COCCn1cc(C(=O)N2CCC(C)CC2)c2c3ccccc3n(C)c2c1=O
  A: -1.9; B: 1.0; C: -7.2; D: -20.9; E: 2.3; F: -35.9; G: -1.9; H: 6.6; I: -0.7; J: -1.3; K: -203.1
> COC(=O)[C@@]1(Sc2ccc(OC)cc2)CC(=O)N[C@@H]1c1ccccc1
  A: -1.7; B: 0.2; C: 7.7; D: 5.2; E: -2.7; F: -4.1; G: -1.7; H: 8.3; I: nt; J: -0.9; K: -6.5
> Cc1cccc(NC(=O)C(C)N2C(=O)C3C4CC(C(Br)C4Br)C3C2=O)c1 (stereo not given)
  A: -0.6; B: -0.2; C: -3.9; D: 1.1; E: 1.2; F: 0.5; G: -1.2; H: 4.3; I: -0.9; J: -0.9; K: -1.8
> CSc1nc(NNC=O)cc(Oc2ccc(NC(C)=O)cc2)n1
  A: 0.4; B: -0.1; C: 0.4; D: -1.6; E: -1.2; F: -2.2; G: 0.4; H: -6.8; I: -0.3; J: -1.6; K: -1.6
> Cn1c(=O)c2c(ncn2CC(=O)OCC(=O)NCCc2ccccc2)n(C)c1=O
  A: -1.1; B: 0.9; C: 0.6; D: 2.8; E: -0.8; F: -5.2; G: 0.0; H: -1.0; I: 0.7; J: 0.2; K: -5.3
